Screening results deposited in PubChem by The Scripps Research Institute Molecular Screening Center.
M1 ag parental – counter-screen for M1 agonists: effect in parental CHO-K1 cells. Fluo-8 calcium fluorescence; scaled to maximal ATP response, vehicle zero. activation, % at 3 µM. 360,000 compounds, 0.48% hits. AID 602248; in the data active = activation above about 15%;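 also: untransfected CHO-K1 host cells lacking M1 receptor as counterscreen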
CHRM1 PAM – positive allosteric modulators of human M1 muscarinic receptor; P11229; CHO-K1 hM1, Fluo-8 calcium fluorescence, ACh EC20; 0% = ACh EC20, 100% = maximal ACh; activation, % at 3 µM; 360,000 compounds, 0.088% hits; AID 588819; in the data active = activation above about 19%, passing the limit was not always enough
Target sequence (P11229 whole entry, looked up): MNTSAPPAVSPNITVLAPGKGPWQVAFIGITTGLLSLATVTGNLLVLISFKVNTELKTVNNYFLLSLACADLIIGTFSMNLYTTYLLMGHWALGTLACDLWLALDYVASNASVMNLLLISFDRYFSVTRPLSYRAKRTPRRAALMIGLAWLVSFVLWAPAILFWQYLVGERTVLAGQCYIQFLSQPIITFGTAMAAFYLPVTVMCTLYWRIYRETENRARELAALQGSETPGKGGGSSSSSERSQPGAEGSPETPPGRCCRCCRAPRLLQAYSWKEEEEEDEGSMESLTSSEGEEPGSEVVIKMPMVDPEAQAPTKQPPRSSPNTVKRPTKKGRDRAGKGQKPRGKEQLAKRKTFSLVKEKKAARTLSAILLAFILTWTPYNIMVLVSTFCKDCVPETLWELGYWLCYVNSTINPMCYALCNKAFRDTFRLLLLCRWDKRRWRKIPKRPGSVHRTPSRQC
CHRM1 antagonist – human CHRM1 antagonism; inhibition, % at 3 µM; P11229; 360,000 compounds, 1.3% hits; CHO-K1 hM1, Fluo-8 calcium fluorescence, ACh EC80 antagonist;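 active = percent inhibition above its own plate's cutoff, namely the mean of that plate's compound wells plus 3 SD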;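 also: peak over basal fluorescence ratio during 140 s after agonist addition; 0% = ACh EC80 plus DMSO and 100% = DMSO alone without agonist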
M1 ag – human M1 muscarinic receptor agonism. P11229. CHO-K1 hM1, Fluo-8 calcium fluorescence, agonist mode; 0% DMSO, 100% acetylcholine EC100. activation, % at 3 µM. 360,000 compounds, 0.33% hits. AID 588814;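 active = activation above the run's mean compound activation plus 3 SD, cut at about 16% in these data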;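 also: peak over basal fluorescence ratio within a 140 s kinetic read after compound addition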
CHO parental Ca – counter-screen for OX1R antagonists: effect in parental CHO cells; inhibition, % at 5.6 µM; 330,000 compounds, 0.63% hits; parental CHO-K1, ATP-induced calcium, Fluo-8 fluorescence;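 active = inhibition above that plate's mean sample inhibition plus 3 SD, cut at about 26% in these data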;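 also: 0% = ATP-challenged DMSO wells and 100% = DMSO wells without ATP; some compounds past the cut are filed as inactive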
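test system = CHO parental line | reagent = ATP stimulus | measured by = intracellular calcium via Fluo-8 no-wash fluorescent dye | control set = ATP and no-ATP DMSO wells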
TAAR1 ag – agonists of human TAAR1; CHO RD-HGA16 TAAR1, Fluo-8 calcium fluorescence; vehicle wells 0%, saturating PEA agonist 100%; AID 624467; activation, % at 3 µM; 360,000 compounds, 0.99% hits; Q96RJ0;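 active = activation above the mean activation of all test compounds in the run plus 3 SD, cut at about 38% in these data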
Target sequence (Q96RJ0 whole entry, looked up): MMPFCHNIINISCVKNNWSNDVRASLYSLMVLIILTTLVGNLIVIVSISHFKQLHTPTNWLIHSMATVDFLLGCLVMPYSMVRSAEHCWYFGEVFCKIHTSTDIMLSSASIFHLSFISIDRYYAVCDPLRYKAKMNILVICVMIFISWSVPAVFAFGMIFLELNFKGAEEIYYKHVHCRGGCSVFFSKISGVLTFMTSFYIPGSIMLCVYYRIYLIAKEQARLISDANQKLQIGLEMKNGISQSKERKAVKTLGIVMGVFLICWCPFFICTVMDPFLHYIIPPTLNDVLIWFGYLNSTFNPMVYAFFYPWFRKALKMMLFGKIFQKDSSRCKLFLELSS
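Assay system – CHO-derived RD-HGA16 cells with stable Gα16 and human TAAR1 · Compound dosing – one-point dosing at 3 µM (nominal) · Incubation – 17-24 h seeding, 75 min 37 °C dye, 30 min RT · Measured by – kinetic Fluo-8 calcium fluorescence · Control set – DMSO vehicle as 0%, PEA at EC100 as 100% · Repeats – single well for each compound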
CHO-K1 Ca antag – nonselective inhibitor or artifact in parental CHO-K1 cells; ATP-induced calcium, Fluo-8 fluorescence; inhibition, % at 3 µM; 360,000 compounds, 0.6% hits; AID 602250;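 active = inhibition above a per-plate cutoff, the plate's mean sample inhibition plus 3 SD, cut at about 24% in these data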;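 also: 0% = DMSO plus EC80 ATP and 100% = DMSO alone without ATP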
M1 PAM parental – nonselective activator or artifact in parental CHO-K1 calcium assay; ATP EC20, Fluo-8 calcium fluorescence; 0% at ATP EC20, 100% at ATP max; activation, % at 3 µM; 360,000 compounds, 0.02% hits;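 active = activation above the run cutoff, the mean activation of all test compounds plus 3 SD, cut at about 40% in these data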;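 also: peak over basal fluorescence ratio in a 140 s read after ATP addition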
TAAR1 antag – antagonists of human TAAR1 | CHO RD-HGA16 TAAR1, Fluo-8 calcium fluorescence, antagonist | 360,000 compounds, 1.5% hits | AID 624466 | Q96RJ0 | inhibition, % at 3 µM;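 active = inhibition above a per-plate cutoff, the mean inhibition of test compounds on that plate plus 3 SD, cut at about 49% in these data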;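 also: 0% = DMSO plus EC80 beta-PEA response and 100% = DMSO alone without agonist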
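Test system: hTAAR1-expressing CHO RD-HGA16 cells, Gα16-coupled; Probe or stimulus: EC80 β-phenethylamine stimulus; Compound dosing: single nominal final test compound concentration of 3 µM; Timing: 140 s kinetic read after compound, 140 s after agonist; Signal: Fluo-8 calcium-sensitive fluorescence; Measure: % inhibition of agonist calcium response; Controls: DMSO and EC80 PEA controls.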
* marks the source's active call; other numbers are inactive results; / = not tested or not shown. Rows are unselected. About 4.4% of those tested had a hit in this group.

SMILES | M1 ag parental | CHRM1 PAM | CHRM1 antagonist | M1 ag | CHO parental Ca | TAAR1 ag | CHO-K1 Ca antag | M1 PAM parental | TAAR1 antag
CCn1cc(C(=O)N[C@@H](CCSC)C(=O)NCCCN2CCOCC2)c(=O)c2cc3c(cc21)OCO3 | 0.7 | 7 | -9 | -4 | -8 | 2 | -21 | 9 | -36
CC1CCN(C(=O)CN2C(=O)NC3(CCCc4ccccc43)C2=O)CC1 (stereo unspecified) | 2.0 | 14 | -8 | 8 | / | 2 | -1 | 10 | -4
COc1ccc(C2=NCC(CSc3nccc(=O)[nH]3)S2)cc1 (stereo unspecified) | -0.3 | 11 | -14 | 0 | -20 | 13 | -1 | 1 | 8
C#CCOCCOCCOCCNc1nc(N2CCN(C(=O)[C@H](CCCCN)n3cc(CN)nn3)CC2)nc(N2CCN(C(=O)[C@H](CO)n3cc([C@@H](N)C(C)C)nn3)CC2)n1 | -0.3 | 15 | -8 | -11 | 9 | 15 | -13 | -12 | 4
O=C(NCc1ccccc1)C(c1cccnc1)N(C(=O)c1ccccn1)c1ccc(F)cc1 (stereo unspecified) | 2.0 | 4 | 0 | -3 | -13 | 0 | -14 | 8 | 14
Cc1ccc(NC(=O)CSc2nnnn2-c2cccnc2)c(C)c1 | 1.2 | 8 | -5 | -6 | 1 | -3 | -6 | -2 | -13
COc1ccc(C(=O)c2c(N)sc3c2CCN(C)C3)cc1 | 1.7 | 2 | -9 | -9 | -9 | 3 | -9 | 9 | -6
Oc1csc(Cc2nc(-c3ccc(Br)cc3)cs2)n1 | 0.1 | 13 | -6 | -7 | -9 | 1 | -2 | 12 | 6
COc1ccc(NC(=O)c2csc3c2CCCC3)cc1 | 0.6 | -8 | 10 | -7 | -8 | / | 1 | 5 | /
CC1=NN(C(C#N)c2ccccc2)C(C)(C)C1 (stereo unspecified) | 0.2 | 12 | -7 | -4 | -3 | 3 | -3 | 7 | 1
COc1cc(C(=O)NC2CCN(C)CC2)ccc1Nc1ncc2c(n1)N(C1CCC(O)CC1)CCC(=O)N2C (stereo unspecified) | 2.5 | 14 | -7 | -6 | 6 | / | -10 | 20 | /
O=c1[nH]c(NCCO)c(N=Cc2ccccc2)c(=O)[nH]1 | 3.5 | 6 | 1 | 0 | 10 | 4 | 12 | -13 | -22
Clc1cccc(CN2CCCCCC2)c1Cl | 0.2 | -2 | -2 | -9 | -14 | -1 | 1 | -1 | 1
CC(C)c1ccc(NC(=O)C(c2ccccc2)N2CC(=O)Nc3ccccc32)cc1 (stereo unspecified) | 0.4 | 6 | -12 | -7 | 11 | 2 | -6 | 18 | 28
Brc1ccc2c(c1)OCCOCCOCCOCCOCCOCCO2 | 0.6 | 1 | 4 | -6 | -10 | 0 | 4 | -2 | 13
CCOC(=O)/C(=N\Nc1ccccc1Cl)N1CCN(c2ccccc2OC)CC1 | -0.4 | 4 | -1 | -3 | -33 | 1 | -15 | 5 | -17
CN(C)S(=O)(=O)c1cccc(NC(=O)COC(=O)COc2ccc(Br)cc2)c1 | 5.6 | 1 | -23 | 1 | 6 | 3 | -17 | 21 | -2
CCc1cccc(NC(=O)CCCCCC2NC(=O)NC2C)c1 (stereo unspecified) | 0.3 | 6 | -2 | -2 | -4 | 0 | 5 | 5 | -7
Cc1nc2ccccc2n1CC(=O)OCC(=O)NCCc1ccccc1 | 0.9 | 8 | -6 | -2 | -5 | 9 | -14 | 16 | -16
Cc1ccccc1-c1n[nH]c(=S)n1/N=C/C=C/c1ccco1 | -0.6 | -11 | 17 | -8 | -13 | 3 | 4 | -16 | -36
CCOc1ccc(C(=O)C(C)OC(=O)Cn2c(C)csc2=O)cc1 (stereo unspecified) | 1.1 | 6 | -15 | -4 | -21 | 2 | 15 | 3 | -33
O=S1(=O)CCC(NC(=S)N2CCOCC2)C1 (stereo unspecified) | 0.7 | 7 | -7 | -4 | 5 | -1 | -4 | 17 | 10
O=C(NCc1cccnc1)c1nc(-c2cccs2)no1 | 1.4 | 0 | -3 | -6 | 2 | 2 | -4 | 17 | -4
N#Cc1ccccc1S(=O)(=O)N1CCN(Cc2cccs2)CC1 | 0.4 | -1 | -7 | -2 | / | 7 | 5 | -14 | -17

14 structures already listed, ordered by molecular weight, high to low.
SMILES | M1 ag parental | CHRM1 PAM | CHRM1 antagonist | M1 ag | CHO parental Ca | TAAR1 ag | CHO-K1 Ca antag | M1 PAM parental | TAAR1 antag
COc1cc(C(=O)NC2CCN(C)CC2)ccc1Nc1ncc2c(n1)N(C1CCC(O)CC1)CCC(=O)N2C (stereo unspecified) | 2.5 | 14 | -7 | -6 | 6 | / | -10 | 20 | /
Brc1ccc2c(c1)OCCOCCOCCOCCOCCOCCO2 | 0.6 | 1 | 4 | -6 | -10 | 0 | 4 | -2 | 13
CC(C)c1ccc(NC(=O)C(c2ccccc2)N2CC(=O)Nc3ccccc32)cc1 (stereo unspecified) | 0.4 | 6 | -12 | -7 | 11 | 2 | -6 | 18 | 28
Oc1csc(Cc2nc(-c3ccc(Br)cc3)cs2)n1 | 0.1 | 13 | -6 | -7 | -9 | 1 | -2 | 12 | 6
Cc1nc2ccccc2n1CC(=O)OCC(=O)NCCc1ccccc1 | 0.9 | 8 | -6 | -2 | -5 | 9 | -14 | 16 | -16
CCOc1ccc(C(=O)C(C)OC(=O)Cn2c(C)csc2=O)cc1 (stereo unspecified) | 1.1 | 6 | -15 | -4 | -21 | 2 | 15 | 3 | -33
N#Cc1ccccc1S(=O)(=O)N1CCN(Cc2cccs2)CC1 | 0.4 | -1 | -7 | -2 | / | 7 | 5 | -14 | -17
Cc1ccccc1-c1n[nH]c(=S)n1/N=C/C=C/c1ccco1 | -0.6 | -11 | 17 | -8 | -13 | 3 | 4 | -16 | -36
COc1ccc(NC(=O)c2csc3c2CCCC3)cc1 | 0.6 | -8 | 10 | -7 | -8 | / | 1 | 5 | /
O=C(NCc1cccnc1)c1nc(-c2cccs2)no1 | 1.4 | 0 | -3 | -6 | 2 | 2 | -4 | 17 | -4
O=c1[nH]c(NCCO)c(N=Cc2ccccc2)c(=O)[nH]1 | 3.5 | 6 | 1 | 0 | 10 | 4 | 12 | -13 | -22
O=S1(=O)CCC(NC(=S)N2CCOCC2)C1 (stereo unspecified) | 0.7 | 7 | -7 | -4 | 5 | -1 | -4 | 17 | 10
Clc1cccc(CN2CCCCCC2)c1Cl | 0.2 | -2 | -2 | -9 | -14 | -1 | 1 | -1 | 1
CC1=NN(C(C#N)c2ccccc2)C(C)(C)C1 (stereo unspecified) | 0.2 | 12 | -7 | -4 | -3 | 3 | -3 | 7 | 1
